IDE cell activ: activators of human insulin-degrading enzyme in cells | activation, % at 5.96 µM | hit rate 0.073% among 340,000 | HEK cells, FAbeta-B cleavage, fluorescence polarization; 0% vehicle, 100% cell-free pure enzyme wells | AID 493087;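 active = activation above the mean of all tested compounds plus 3 SD, set per screening campaign, cut at about 17% in these data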
HCV NS3 hel inh: inhibitors of Hepatitis C virus NS3 helicase | NS3 helicase DNA unwinding, Cy5 molecular beacon fluorescence | AID 1800 | hit rate 0.56% among 290,000 | inhibition, % at 10.9 µM;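 active = inhibition above the mean of all tested compounds plus 3 SD, set per campaign, cut at about 35% in these data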;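 note: 0% = DMSO wells and 100% = thioflavine S control wells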
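System: HCV NS3 helicase fragment; control set: DMSO and thioflavine S; technique: Cy5 fluorescence at 0 and 60 min, beacon hairpin quenching; reagent: beacon DNA duplex substrate plus ATP; replicates: singlicate; schedule: 1 h reaction at 25 °C, ATP-initiated; medium: MOPS buffer pH 6.5 with MgCl2, DTT, Tween20, BSA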
IMP-1 inhibitor: blocks Pseudomonas aeruginosa IMP-1 metallo-beta-lactamase; purified IMP-1, nitrocefin hydrolysis, epi-absorbance fluorescence; inhibition, % at 5.6 µM; hit rate 0.45% among 290,000; AID 1556;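 active = inhibition above the mean plus 3 SD of all compounds in the same screening run, cut at about 4.5% in these data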;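 note: 0% = IMP-1 with DMSO and 100% = DMSO wells lacking enzyme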
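System: purified IMP-1; amount: IMP-1 0.2 nM before substrate addition; compound: single dose, 5.6 µM; times: 25 °C, 15 min preincubation, 25 min reaction; signal: Epi-absorbance via hydrolysed-nitrocefin quenching of white-plate fluorescence, 480/530 nm, EDTA stop; benchmarks: DMSO with and without IMP-1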
SUMO HTRF inh: inhibitors of human SUMOylation (UBC9); P63279; HTRF SUMOylation assay, SAE1/SAE2 + UBC9, in vitro; inhibition, % at 35 µM; hit rate 0.36% among 290,000; in the data active = inhibition above about 50%, passing the limit was not always enough; note: strong numbers were not always called active
IDE cell inh: inhibits human insulin-degrading enzyme in HEK cells | P14735 | FAbetaB cleavage, fluorescence polarization | inhibition, % at 5.59 µM | hit rate 0.41% among 320,000 | AID 434962;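 active = percent inhibition above the average of all tested compounds plus 3 SD, set per screening campaign, cut at about 16% in these data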;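 note: IDE supplied by intact live HEK cells; FP after avidin binding of uncleaved biotin substrate so inhibition keeps polarization high; 0% = DMSO wells and 100% = 60 µM reference IDE inhibitor Ii1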
M18AAP inhibitor: blocks P. falciparum M18 aspartyl aminopeptidase | recombinant PfM18AAP, H-Glu-NHMec fluorogenic cleavage | inhibition, % at 7.35 µM | hit rate 1.2% among 290,000;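 active = inhibition above the campaign mean inhibition over all tested compounds plus 3 SD, cut at about 28% in these data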;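 note: 0% = plate median of test compound wells and 100% = 2 mM ZnCl2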
DNA FID counter: displaces DNA intercalator in HCV helicase counter-screen; DNA fluorescent intercalator displacement, fluorescence; inhibition, % at 7.9 µM; hit rate 0.17% among 290,000; in the data active = inhibition above about 37%;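 note: 0% = vehicle and 100% = reference compound; higher means more ethidium bromide displaced from hairpin DNA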
pCIP destab: p/CIP protein destabilization; F442A p/CIP-EGFP cells, EGFP fluorescence, 16 h; decrease of EGFP signal, % at 10 µM; hit rate 0.01% among 290,000; AID 1984;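 active = EGFP signal decrease of at least 30% at 10 µM or well 3 SD below plate mean, unless failing retest; inactive = the rest, including hits failing retest or dose response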; note: some compounds called inactive have numbers as strong as hits; many of its hits are not listed in these tables
Target sequence (Q05BA5 1-1403): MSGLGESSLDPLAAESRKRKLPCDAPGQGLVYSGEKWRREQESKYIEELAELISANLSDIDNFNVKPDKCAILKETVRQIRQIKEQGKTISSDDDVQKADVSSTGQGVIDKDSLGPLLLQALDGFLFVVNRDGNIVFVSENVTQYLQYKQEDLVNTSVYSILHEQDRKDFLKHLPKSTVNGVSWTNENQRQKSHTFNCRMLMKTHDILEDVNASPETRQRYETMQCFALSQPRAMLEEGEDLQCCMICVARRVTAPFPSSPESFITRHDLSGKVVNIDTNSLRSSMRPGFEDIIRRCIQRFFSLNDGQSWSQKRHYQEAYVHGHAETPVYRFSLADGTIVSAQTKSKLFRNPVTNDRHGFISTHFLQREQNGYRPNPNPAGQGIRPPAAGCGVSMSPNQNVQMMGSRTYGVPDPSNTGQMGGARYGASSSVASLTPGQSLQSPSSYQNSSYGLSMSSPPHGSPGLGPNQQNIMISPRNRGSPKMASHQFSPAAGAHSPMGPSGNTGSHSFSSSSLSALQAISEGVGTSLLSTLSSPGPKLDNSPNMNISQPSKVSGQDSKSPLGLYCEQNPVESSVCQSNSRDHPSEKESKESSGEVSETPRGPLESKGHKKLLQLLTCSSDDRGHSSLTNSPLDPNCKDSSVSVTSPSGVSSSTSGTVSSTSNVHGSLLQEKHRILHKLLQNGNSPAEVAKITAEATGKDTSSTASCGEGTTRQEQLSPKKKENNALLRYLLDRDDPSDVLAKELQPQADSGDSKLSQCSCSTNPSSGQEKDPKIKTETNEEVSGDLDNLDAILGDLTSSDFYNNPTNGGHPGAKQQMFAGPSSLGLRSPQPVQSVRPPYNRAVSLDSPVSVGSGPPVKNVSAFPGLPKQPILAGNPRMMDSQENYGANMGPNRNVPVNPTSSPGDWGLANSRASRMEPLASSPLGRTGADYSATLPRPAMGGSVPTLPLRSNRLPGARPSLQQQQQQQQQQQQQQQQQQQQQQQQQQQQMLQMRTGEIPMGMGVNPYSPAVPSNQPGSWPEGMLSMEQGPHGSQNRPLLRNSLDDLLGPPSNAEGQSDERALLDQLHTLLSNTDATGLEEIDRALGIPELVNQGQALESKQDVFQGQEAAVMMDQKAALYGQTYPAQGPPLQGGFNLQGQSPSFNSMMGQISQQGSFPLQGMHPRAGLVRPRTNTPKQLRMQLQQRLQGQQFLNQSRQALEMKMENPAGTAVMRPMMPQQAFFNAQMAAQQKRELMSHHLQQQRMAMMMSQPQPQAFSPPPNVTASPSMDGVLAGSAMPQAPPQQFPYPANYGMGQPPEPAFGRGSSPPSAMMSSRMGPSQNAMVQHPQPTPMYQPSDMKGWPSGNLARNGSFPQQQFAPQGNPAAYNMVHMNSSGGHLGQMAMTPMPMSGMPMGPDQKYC
VIM-2 inh: inhibitors of Pseudomonas aeruginosa VIM-2 metallo-beta-lactamase. inhibition, % at 5.6 µM. hit rate 0.89% among 290,000. purified VIM-2, nitrocefin hydrolysis, epi-absorbance fluorescence;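 active = inhibition above the mean of all tested compounds plus 3 SD, cutoff set per screening run, cut at about 7.5% in these data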;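 note: red hydrolysis product quenches plate fluorescence so inhibitors raise well fluorescence; 0% = enzyme with DMSO and 100% = DMSO without enzyme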
* hit, by the source's call; · = not tested or not shown. Rows were taken by chance, and some 3.6% of all compounds hit somewhere here.

SMILES	IDE cell activ	HCV NS3 hel inh	IMP-1 inhibitor	SUMO HTRF inh	IDE cell inh	M18AAP inhibitor	DNA FID counter	pCIP destab	VIM-2 inh
N#Cc1ccc(NC(=O)COC(=O)CCc2ccc(S(=O)(=O)N3CCCCC3)cc2)cc1	1	0	-3.7	-3	-1	-5	-8	-2	-2.1
Oc1ccc(O)c(Cc2nc3ccccc3[nH]2)c1	-4	6	-2.9	0	7	44*	0	-32	-3.8
O=c1oc2ccccc2c(Nc2ccc(O)cc2)c1[N+](=O)[O-]	-1	-3	-0.7	17	6	0	7	-23	3.3
CCOc1cc(/C=N/NC(=O)c2cccnc2)ccc1OC(=O)c1ccco1	-6	10	-2.8	23	3	2	-16	6	-0.2
CCN(CC(=O)N1CCCC1)S(=O)(=O)c1ccc(Br)cc1	8	7	0.0	22	-2	-7	-7	-4	0.9
CN1CC(=O)N(C)c2nc(Br)n(C)c2C1=O	-3	9	-1.0	-2	5	-4	-4	0	-1.6
CCn1cc(Br)c(C(=O)Nc2cccc(SC)c2)n1	3	-7	-2.6	1	-3	9	-9	-7	-1.9
CCCCc1nc(SCC(=O)Nc2cccc(Cl)c2)n[nH]1	1	-1	-1.0	16	4	-14	-12	-21	1.0
O=C(NC(C(=O)N/N=C/c1c2ccccc2cc2ccccc12)c1n[nH]c(=O)c2ccccc12)c1ccccc1 (stereo not given)	4	-28	-2.0	7	3	0	-24	30	-5.0
COc1ccc(CN=C2NN=C(c3ccccc3)CS2)cc1	0	-8	-2.3	-23	-3	-6	-9	-3	-3.3
CC(C)OCCCN(C)C1CCN(S(=O)(=O)c2ccc(-c3cc(C(F)(F)F)no3)s2)CC1	-1	-76	-2.2	3	-2	0	25	8	4.1
COc1ccc(NC(=O)c2csc(C)c2)cc1OC	-5	3	-1.5	9	-4	-15	-4	4	-0.6
CC(NC(=O)CNC(=O)[C@@H]1Cc2ccccc2CN1)c1ccccc1 (stereo not given in full)	3	3	-3.2	3	0	2	3	3	-2.5
Cc1cccc(C(=O)Nc2ccc(CC(=O)O)cc2)c1	0	-1	-8.6	11	2	3	-2	4	-4.8
COc1ccc(CCNC(=O)COC(=O)/C=C/c2cccs2)cc1	-1	-5	-2.7	-21	1	-3	-21	-10	0.2
COC(=O)C1CC(O)CN1C(=O)NC1CCCCC1 (stereo not given)	·	0	-2.0	11	5	10	-3	-8	0.4
COCCCNC(=O)c1oc2ccc(S(=O)(=O)N(C)C3CCCCC3)cc2c1C	6	-43	-1.8	-4	2	1	-45	2	-1.9
O=C(c1ccco1)N1CCN(S(=O)(=O)c2ccc(Br)cc2)CC1	-1	-3	-1.5	2	1	-3	-17	-11	1.4
CC(C)Oc1ccc(C(CC(=O)NCc2ccco2)c2ccccc2)cc1 (stereo not given)	2	-4	-5.4	9	1	2	-19	-4	-1.7
CC(C)Cn1nc(-c2ccccc2)c2ccccc2c1=O	4	-10	-3.2	-12	0	-1	-23	-4	0.4
COc1ccc(NS(=O)(=O)c2cc3c4c(c2)C(C)C(=O)N4CCC3)cc1 (stereo not given)	-2	-4	-1.8	·	6	0	-13	-13	-1.5
Cc1ccc(C(=O)Nc2ncnc3sc4c(c23)CCCCC4)cc1	5	-8	-4.0	-10	5	-1	-8	0	-6.5
CN(C)/C=C/C(=C\C(=O)C(F)(F)F)Nc1ccc(C(F)(F)F)cc1	-1	13	-1.2	23	1	6	-5	0	-2.4
O=C1CC(c2ccco2)CC(O)=C1C=Nc1cc(Cl)ccc1Cl (stereo not given)	1	32	-1.5	62	10	11	-11	0	1.6
COc1ccc(-c2nc3ncccc3o2)cc1NC(=O)c1ccco1	-2	2	-0.4	5	-2	6	-31	11	-0.2
Remaining list, next part
SMILES	IDE cell activ	HCV NS3 hel inh	IMP-1 inhibitor	SUMO HTRF inh	IDE cell inh	M18AAP inhibitor	DNA FID counter	pCIP destab	VIM-2 inh
COc1ccc2[nH]cc(CCNC(=O)c3ccc([N+](=O)[O-])cc3)c2c1	5	-2	-0.8	10	0	4	7	-14	-2.5
CCOC(=O)c1c(NC(=O)C2CCCO2)sc(C)c1C (stereo not given)	-5	-6	-0.5	23	-1	-7	-12	-5	2.4
CCCc1cc(Nc2ccc(C)cc2)n2ncnc2n1	-1	-12	-1.7	-5	·	0	-26	3	0.0
S=C(Nc1cccnc1)N1CCCCC1	-3	1	-1.6	-4	-2	-5	1	-11	-1.6
C/C(=N\Nc1nc2ccccc2[nH]1)c1ccc2c(c1)OCO2	-2	4	-5.2	-63	4	23	13	-1	-2.3
COC(=O)c1cc(Sc2cccc(Cl)c2Cl)ccn1	-14	3	-1.6	5	19*	13	-19	-18	9.2*
COc1ccccc1NCc1nnc(-c2ccccc2)o1	-3	-6	-1.4	10	1	2	-12	8	-0.8
Cc1sc2nc3ccc(NCc4ccco4)nn3c(=O)c2c1C	-1	7	6.2*	56*	3	4	0	0	3.8
O=C(Nc1ccc(S(=O)(=O)Nc2nccs2)cc1)c1cc(-c2ccccc2)nc2ccccc12	0	-25	-1.1	-1	5	7	-21	-2	-0.3
O=[N+]([O-])c1cccc(-c2nnc(-c3ccccc3)o2)c1	0	1	1.4	15	5	0	3	-19	-1.4
CC(=O)c1cccc(N(C(=O)c2ccco2)C(C(=O)NC2CCCC2)c2ccncc2)c1 (stereo not given)	5	-4	-3.5	16	-1	-9	-9	3	-1.9
C/C(=N\NC(=O)c1cc(-c2ccc(C)s2)nc2ccccc12)c1cccnc1	0	-14	-3.9	40	·	0	-33	-4	-3.1
COc1cc([N+](=O)[O-])ccc1NC(=O)CN1CCCC1	7	5	-3.3	2	1	1	3	0	-2.5
CS(=O)(=O)N1c2cccc3cccc(c23)S1(=O)=O	-2	0	-3.0	20	-3	-1	-2	-5	3.4
COc1ccc(C(=O)CCC(=O)Nc2cccnc2)cc1OC	3	27	-0.3	16	7	1	-12	-8	-1.9
Cc1nn(C2CCS(=O)(=O)C2)c(Cl)c1/C=C/C(=O)OCC(N)=O (stereo not given)	5	-6	-2.1	15	0	0	-1	-11	-3.6
COc1ccc(C(=O)CN2CCN(S(=O)(=O)c3cccc([N+](=O)[O-])c3)CC2)cc1OC	-3	-10	-4.0	-4	4	-6	0	5	0.0
COC(=O)COc1ccc(C2NC(=O)NC(c3ccccc3)=C2C(C)=O)cc1Br (stereo not given)	6	9	-3.0	6	5	-4	-32	-12	-1.5
COc1ccc(NC(=O)c2cccc(Cl)c2)c[n+]1[O-]	1	-12	-0.8	17	·	-13	-2	-6	-2.0
CCOc1ccccc1C(=O)NC1CC2CCCC(C1)N2C1CC1 (stereo not given)	-1	7	-2.8	29	3	2	4	2	-3.6
O=C(C1=C(O)C(=O)N(CCN2CCOCC2)C1c1ccc(F)cc1)c1cccs1 (stereo not given)	7	-7	-1.1	-12	·	5	-12	0	-0.8
CC1CCCCC1NC(=O)CCNS(=O)(=O)c1ccc2c(c1)CCC(=O)N2 (stereo not given)	3	8	-2.6	-14	3	-2	-9	10	-0.9
Cc1c(S(=O)(=O)N2CCCC(C(=O)O)C2)cnn1C (stereo not given)	3	-10	-3.3	9	1	1	6	13	-2.8
C=CCc1c(C)nc2ccc(C(=O)OCC)cc2c1Cl	3	-6	-3.4	-5	-7	-6	-12	-4	-4.5
CCNc1nc(NC(C)C)nc(Oc2ccc(OCCOc3ccccc3)nn2)n1	6	-6	-2.7	-3	5	1	-28	-1	-1.6

12 entries from above, set out differently:
structure | IDE cell activ | HCV NS3 hel inh | IMP-1 inhibitor | SUMO HTRF inh | IDE cell inh | M18AAP inhibitor | DNA FID counter | pCIP destab | VIM-2 inh
CS(=O)(=O)N1c2cccc3cccc(c23)S1(=O)=O | -2 | 0 | -3.0 | 20 | -3 | -1 | -2 | -5 | 3.4
COc1ccc(C(=O)CCC(=O)Nc2cccnc2)cc1OC | 3 | 27 | -0.3 | 16 | 7 | 1 | -12 | -8 | -1.9
Cc1nn(C2CCS(=O)(=O)C2)c(Cl)c1/C=C/C(=O)OCC(N)=O (stereo not given) | 5 | -6 | -2.1 | 15 | 0 | 0 | -1 | -11 | -3.6
COc1ccc(C(=O)CN2CCN(S(=O)(=O)c3cccc([N+](=O)[O-])c3)CC2)cc1OC | -3 | -10 | -4.0 | -4 | 4 | -6 | 0 | 5 | 0.0
COC(=O)COc1ccc(C2NC(=O)NC(c3ccccc3)=C2C(C)=O)cc1Br (stereo not given) | 6 | 9 | -3.0 | 6 | 5 | -4 | -32 | -12 | -1.5
COc1ccc(NC(=O)c2cccc(Cl)c2)c[n+]1[O-] | 1 | -12 | -0.8 | 17 | · | -13 | -2 | -6 | -2.0
CCOc1ccccc1C(=O)NC1CC2CCCC(C1)N2C1CC1 (stereo not given) | -1 | 7 | -2.8 | 29 | 3 | 2 | 4 | 2 | -3.6
O=C(C1=C(O)C(=O)N(CCN2CCOCC2)C1c1ccc(F)cc1)c1cccs1 (stereo not given) | 7 | -7 | -1.1 | -12 | · | 5 | -12 | 0 | -0.8
CC1CCCCC1NC(=O)CCNS(=O)(=O)c1ccc2c(c1)CCC(=O)N2 (stereo not given) | 3 | 8 | -2.6 | -14 | 3 | -2 | -9 | 10 | -0.9
Cc1c(S(=O)(=O)N2CCCC(C(=O)O)C2)cnn1C (stereo not given) | 3 | -10 | -3.3 | 9 | 1 | 1 | 6 | 13 | -2.8
C=CCc1c(C)nc2ccc(C(=O)OCC)cc2c1Cl | 3 | -6 | -3.4 | -5 | -7 | -6 | -12 | -4 | -4.5
CCNc1nc(NC(C)C)nc(Oc2ccc(OCCOc3ccccc3)nn2)n1 | 6 | -6 | -2.7 | -3 | 5 | 1 | -28 | -1 | -1.6

Continued:
SMILES	IDE cell activ	HCV NS3 hel inh	IMP-1 inhibitor	SUMO HTRF inh	IDE cell inh	M18AAP inhibitor	DNA FID counter	pCIP destab	VIM-2 inh
COc1ccc(NC(=S)NCCNC(C)=O)cc1	5	-11	-1.2	21	3	-2	-3	-3	-1.4
CCCN(CC1CC1)C(=O)COC(=O)c1ccc(CNS(=O)(=O)c2ccc(F)c(Cl)c2)cc1	-3	-6	-2.6	-32	1	0	-13	0	0.3
CCC1(C)Cc2nc3[nH]c(=S)n(-c4ccccc4)c(=O)c3cc2CO1 (stereo not given)	4	12	-3.7	12	2	2	-14	-8	-4.4
Cc1ccc(CN2CCc3c(OCc4ccc(F)cc4)cccc3C2=O)cc1	2	-7	1.4	-29	-5	-1	-16	3	-1.2
COc1ccc2cc(S(=O)(=O)Nc3ccccn3)ccc2c1	6	6	-3.9	19	-3	-2	-8	-6	-1.3
CCC(=O)Nc1ccc(C(=O)CSc2nnc(-c3ccc(NS(=O)(=O)CC)cc3)o2)cc1OC	0	9	-1.9	41	-1	0	-9	4	-1.4
CCCC(=O)OC1CCS(=O)(=O)c2sccc21 (stereo not given)	-3	2	-2.8	1	-1	-13	-2	-2	-1.1
COC(=O)C1=C(C)N(c2ccc(F)cc2)/C(=C/c2ccc(O)cc2)C1=O	-40	12	-2.4	21	20*	4	0	2	-1.8
COC(=O)C1C(c2ccc(OC)cc2)Nc2nnc(C(F)(F)F)n2C1(C)O (stereo not given)	2	-13	-4.6	28	5	1	0	2	-1.2
CC(=O)c1c(C)oc2c1C(=O)c1ccccc1C2=O	5	6	-2.4	11	-2	-2	2	-18	-1.4
